# Bim-Bcl-B: human Bim-Bcl-B interaction inhibition; bead-based flow cytometry, Bim peptide-Bcl-B binding; inhibition, % at 10 µM; 190,000 tested, 0.073% active; AID 951;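 also: 0% = tracer peptide without compound and 100% = reference inhibitor peptide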
# Target sequence (Q9HD36 whole entry, looked up): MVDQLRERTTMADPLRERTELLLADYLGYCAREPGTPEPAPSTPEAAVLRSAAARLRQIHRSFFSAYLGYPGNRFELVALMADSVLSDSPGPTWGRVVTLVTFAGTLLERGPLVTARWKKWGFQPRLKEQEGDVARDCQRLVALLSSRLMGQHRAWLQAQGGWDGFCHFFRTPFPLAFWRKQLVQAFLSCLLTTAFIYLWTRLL
# Bim-Bfl-1: disrupts Bim binding to human Bfl-1; Bead-based flow cytometry, Bim-Bfl-1 binding inhibition; inhibition, % at 10 µM; 190,000 tested, 0.12% active; AID 1008;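 also: 0% = wells without compound plus tracer and 100% = blocker peptide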
# Bim-Bcl-2: disrupts Bim peptide binding to human Bcl-2 | 190,000 tested, 0.06% active | inhibition, % at 10 µM | P10415 | Bead-based flow cytometry, Bim peptide-Bcl-2 binding; in the data active = inhibition above about 40%; inconclusive = no clear call, values can overlap the other calls;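 also: 0% = no compound wells with probe peptide and 100% = reference peptide inhibitor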
# HRas wt GTP bind: modulators of GTP binding to human HRas wildtype | P01112 | GST-Ras wt beads, Bodipy-FL-GTP binding, flow cytometry; actives lie on both sides | GTP binding activity, % at 10 µM | 190,000 tested, 0.14% active;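 active = GTP binding activity at least 20% away from the 100% baseline, either lowered as inhibitor or raised as activator; inconclusive = flagged as likely green fluorescent, judged across all proteins in the well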;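 also: 0% = unlabeled GTP competition control and 100% = no-compound control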
# Target sequence (P01112 whole entry, looked up): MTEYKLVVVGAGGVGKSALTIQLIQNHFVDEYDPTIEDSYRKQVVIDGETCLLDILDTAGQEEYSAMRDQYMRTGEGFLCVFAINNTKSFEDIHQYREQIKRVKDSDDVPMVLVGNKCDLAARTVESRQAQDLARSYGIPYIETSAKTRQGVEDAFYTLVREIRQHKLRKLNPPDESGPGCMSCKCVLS
# Bim-Bcl-XL: inhibitors of Bim-Bcl-XL interaction, human; Bim peptide-Bcl-XL binding, bead flow cytometry, fluorescence; inhibition, % at 10 µM; 190,000 tested, 0.04% active
# Target sequence (Q07817 whole entry, looked up): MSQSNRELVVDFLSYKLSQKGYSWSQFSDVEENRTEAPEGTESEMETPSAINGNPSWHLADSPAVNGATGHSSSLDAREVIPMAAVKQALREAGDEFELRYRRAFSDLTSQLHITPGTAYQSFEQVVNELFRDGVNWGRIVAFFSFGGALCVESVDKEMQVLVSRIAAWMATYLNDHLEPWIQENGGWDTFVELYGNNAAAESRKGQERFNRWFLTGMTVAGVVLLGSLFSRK
# Cdc42 wt: modulators (inhibitors or activators) of GTP binding to human Cdc42 wildtype; P60953; GST-Cdc42 beads, Bodipy-GTP binding, flow cytometry; actives lie on both sides; percent activity (GTP binding), % at 10 µM; 190,000 tested, 0.2% active;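 active = percent activity GTP binding at least 20 points away from the 100% baseline, either down as inhibitor or up as activator; inconclusive = compound flagged as likely green fluorescent from well-wide comparison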;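 also: median bead fluorescence of bound Bodipy-FL-GTP at 100 nM; 0% = excess unlabeled GTP control and 100% = no compound control; below 100% means less GTP binding so inhibitor and above means activator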
# Target sequence (P60953 whole entry, looked up): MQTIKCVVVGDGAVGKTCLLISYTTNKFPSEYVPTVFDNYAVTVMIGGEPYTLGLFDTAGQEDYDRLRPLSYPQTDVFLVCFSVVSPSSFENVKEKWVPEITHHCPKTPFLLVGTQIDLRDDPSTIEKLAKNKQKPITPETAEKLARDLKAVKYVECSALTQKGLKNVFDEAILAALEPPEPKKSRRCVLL
# Rac1 act GTP bind: human Rac1 activated mutant GTP binding change | P63000 | GST-Rac1 activated beads, fluorescent GTP binding, flow cytometry; actives lie on both sides; 100% means binding = to untreated wells | percent activity (GTP binding), % at 10 µM | 190,000 tested, 0.11% active;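 active = GTP binding at least 20 percentage points away from the 100% baseline, in either direction, so actives lie on both sides; inconclusive = Compound likely fluorescent itself, or too few beads counted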
# Rab7 wt modul: alters GTP binding to wildtype dog Rab7 | GST-Rab7 beads, fluorescent GTP binding, flow cytometry; actives lie on both sides; untreated = 100%, excess cold GTP = 0% | GTP binding activity (percent of control), % at 10 µM | 190,000 tested, 0.055% active | AID 758;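 active = fluorescent GTP binding to Rab7 beads changed by at least 20 points from the 100% baseline, either direction, mostly lower; inconclusive = compound itself probably fluorescent, or too few beads counted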;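 also: median green fluorescence of bound Bodipy-FL-GTP per Rab7 bead population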
# Rab2A wt mod: changes GTP binding to wildtype dog Rab2A, up or down. P61105. GST-Rab2 wt beads, Bodipy-GTP binding, flow cytometry. AID 760. GTP binding activity, % at 10 µM. 190,000 tested, 0.19% active;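 active = GTP binding activity at least 20 points away from 100%, either lowered or raised; inconclusive = signal likely due to the compound's own green fluorescence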;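 also: 0% = beads with excess unlabeled GTP and 100% = no-compound control corrected for plate trend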
# Bim-Bcl-W: human Bim-Bcl-W interaction inhibition; Q92843; bead-based flow cytometry, Bim peptide-Bcl-W binding; inhibition, % at 10 µM; 190,000 tested, 0.02% active;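 also: 0% = bound tracer without compound and 100% = peptide blocker; higher means less fluorescent Bim peptide bound to Bcl-W beads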
# Rac1 wt GTP bind: modulators of human Rac1 wildtype GTP binding; GTP binding activity (% of control), % at 10 µM; 190,000 tested, 0.27% active; GST-Rac1 beads, fluorescent GTP binding, flow cytometry; actives lie on both sides; 0 = cold GTP competed, 100 = untreated; AID 757;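 active = GTP binding activity at least 20 points away from the 100% control level, either lower or higher; inconclusive = compound flagged as likely green fluorescent, judged across all proteins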
# * marks the source's active call; other numbers are inactive results; ? = inconclusive. Rule as the data show it, unless noted: active = inhibition above about 40%.
SMILES,Bim-Bcl-B,Bim-Bfl-1,Bim-Bcl-2,HRas wt GTP bind,Bim-Bcl-XL,Cdc42 wt,Rac1 act GTP bind,Rab7 wt modul,Rab2A wt mod,Bim-Bcl-W,Rac1 wt GTP bind
CCC(C)NCCOCCOc1ccc(Br)cc1 (stereo not given),-1,-4,-1,97,-2,100,96,105,100,1,104
CCOc1cc(C(=O)N/N=C/C2CC=CCC2)cc(OCC)c1OCC (stereo not given),-2,1,2,101,1,102,98,99,101,2,101
CCOC(=O)CN(C(=O)CSc1nnc(-c2ccc(OC)c(OC)c2)o1)c1ccc(F)cc1,0,-2,-5,99,-2,98,97,100,98,-1,98
CCC(C)N1C(=O)S/C(=C/c2ccc(Sc3nc4ccccc4[nH]3)o2)C1=O (stereo not given),-3,-1,-3,101,0,101,100,87,101,0,100
Clc1ccc(-n2nnnc2CN2CCOCC2)cc1,0,-1,-1,99,8,98,93,97,97,-4,98
CC(C)(Oc1ccc(Cl)cc1)C(=O)NC1=NN(c2ccccc2)C(=O)C1,2,2,2,98,-6,96,97,96,96,-5,98
CC(/C=C1\SC(=O)N(CCCC(=O)O)C1=O)=C\c1ccccc1,-10,-5,-7,98,-6,96,94,99,96,-6,99
COc1cc2c(cc1OC)C(C(=O)NCC1COc3ccccc3O1)C(c1cccnc1)N(C)C2=O (stereo not given),-8,-14,-11,97,-26,99,95,95,95,0,96
Cc1ccc2nc(-c3ccncc3)cc(-c3ccccc3)c2c1,0,0,0,103,-3,105,101,99,102,0,102
Cc1c(NS(=O)(=O)c2ccc(N3CCCCC3)c([N+](=O)[O-])c2)c(=O)n(-c2ccccc2)n1C,-6,-1,-2,92,-5,88,89,92,90,-3,89
CCOC(=O)/C=C1\SCC(=O)N1CC(=O)NC(C)c1ccc(F)cc1 (stereo not given),-1,-3,0,100,-5,103,98,100,100,-4,105
Cc1cccc(NC(=O)CSc2nc3[nH]ncc3c(=O)[nH]2)c1,-3,-3,-1,97,-4,97,96,95,94,-1,97
Cc1cc(C)n(Cc2ccccc2F)c(=O)c1C#N,-6,0,-2,101,-5,96,97,107,99,-5,101
Cc1ccc(Cl)cc1N1CCN(Cc2cc(=O)n3ccsc3n2)CC1,0,-3,-2,89,0,91,94,93,90,0,94
COc1ccccc1N1CCN(S(=O)(=O)/C=C/c2ccccc2)CC1,-7,-18,-9,103,0,102,99,103,102,-1,106
O=C(c1ccc(F)cc1)N1CCN2C(=O)c3ccccc3C12c1ccc(Cl)cc1 (stereo not given),4,2,2,96,0,94,93,91,92,0,96
C/C(=N\NC(=O)c1csc(C)c1C)c1ccc(Cl)s1,-4,-9,-7,101,-4,101,99,100,102,3,107
COc1ccc(/C=N/OCc2nc3c4c(ncn3n2)Oc2ccc3ccccc3c2C4c2ccccc2)cc1 (stereo not given),0,0,-2,97,-2,98,98,95,98,0,97
CN1CCN(Cc2nc3ccccc3c(=O)n2Cc2nc(-c3cccc([N+](=O)[O-])c3)cs2)CC1,-43,7,-1,101,-9,96,94,108,101,-3,102
CNS(=O)(=O)c1cnccc1N1CCN(c2cccc(C)c2)CC1,-4,-10,-3,102,-14,100,100,101,101,0,104
CCCn1c2ccccc2c2nnc(SC(CC)C(=O)Nc3sc4c(c3C#N)CCCC4)nc21 (stereo not given),3,2,0,96,0,95,96,99,96,1,97
COC(=O)c1ccc(CN2CCC(CO)(Cc3ccccc3Cl)CC2)cc1,-2,-5,-1,98,-2,99,98,100,100,-4,100
COc1ccc(CCNC(=O)c2[nH]c(C)c(C(C)=O)c2C)cc1,-3,-5,-8,103,-6,106,102,104,101,0,111
CC(C)c1csc(CN2CCN(Cc3ccc(F)c(F)c3)C(CCO)C2)n1 (stereo not given),0,1,-2,97,1,98,92,94,96,-4,97
Cc1ccc(CCN2CC(C(=O)NCCN3CCCCCC3)CC2=O)cc1 (stereo not given),-1,-3,-4,100,-5,99,96,95,96,-3,98

# Continuation:
SMILES,Bim-Bcl-B,Bim-Bfl-1,Bim-Bcl-2,HRas wt GTP bind,Bim-Bcl-XL,Cdc42 wt,Rac1 act GTP bind,Rab7 wt modul,Rab2A wt mod,Bim-Bcl-W,Rac1 wt GTP bind
COc1ccc(NS(=O)(=O)c2cc(NC(=O)C3CCCCC3)ccc2N2CCOCC2)cc1,-4,-6,-1,95,-4,96,96,93,95,-3,97
CC(=O)NNS(=O)(=O)c1ccccc1[N+](=O)[O-],-3,-2,-1,102,-4,103,102,105,101,-1,105
Cc1ccc(C(=O)COC(=O)CCCC(=O)Nc2cc(C(F)(F)F)ccc2Cl)cc1C,-5,0,-1,97,-7,95,96,95,97,-5,97
COc1ccc(C(=O)OCC(=O)Nc2ccc(Cl)c(C(F)(F)F)c2)c(OC)c1OC,-11,-10,-9,97,-6,96,99,99,96,-4,97
CCc1cccc(NC(=O)NC2CCCCC2)c1,-5,-15,-5,101,1,104,100,104,101,1,106
Cc1cc(C(=O)CSc2nnc(-c3ccccc3)o2)c(C)n1CC1COc2ccccc2O1 (stereo not given),-2,-1,2,?,0,?,?,?,?,-2,?
O=S(=O)(Cc1ccccc1)N1CCCCCC1,-2,-4,-3,102,0,102,101,102,102,-1,104
O=C(COC(=O)C1=COCCO1)NCCCc1ccccc1,-6,-14,-7,100,-14,101,97,99,99,-1,99
Cc1nc2ccccc2n1CC(=O)NCc1ccccc1,0,0,0,101,-3,97,98,103,101,0,101
COc1ccc(N(C)S(=O)(=O)c2cccc(C(=O)Nc3nnc(C4CC4)s3)c2)cc1,-1,4,1,92,-3,89,91,99,91,4,93
CN(C)S(=O)(=O)Oc1ccsc1C(=O)Nc1ccc(Cl)cc1,0,-1,-2,104,2,107,102,104,105,0,103
COc1ccc(CCNc2cc(C)nc3c(-c4ccccc4)cnn23)cc1OC,11,16,7,96,20,98,96,98,96,16,96
N/C(=N\OC(=O)c1ccc2c(c1)OCO2)c1ccc(Cl)cc1,0,0,0,97,-1,98,98,96,97,1,96
Cc1nccn1Cc1cccc2ccccc12,-1,-11,-5,98,-7,94,92,100,96,6,94
COC(=O)c1sccc1NC(=S)Nc1ccc(F)cc1F,-16,-5,-3,92,-4,94,91,91,93,0,97
Fc1ccc(NC(=S)N2CCn3cccc3C2c2cccnc2)cc1 (stereo not given),-14,-4,-1,93,-6,93,94,103,95,-6,97
CCN1CC2CCCC3(C1)C(=O)NC1(CCCCC1)N=C23 (stereo not given),2,-1,4,101,2,100,97,102,103,0,103
COc1ccc(-c2nc(C#N)c(NCc3ccccc3Cl)o2)cc1OC,-1,-1,0,102,-4,105,102,101,100,-3,104
CCCSc1nnc(-c2cccc(S(=O)(=O)N(C)C)c2)n1-c1cc(OC)ccc1OC,-6,-4,-4,98,3,104,103,95,98,-2,103
Cc1[nH][nH]c(=O)c1C(c1ccc(-c2ccc(F)cc2)o1)c1c(C)[nH][nH]c1=O,0,10,2,94,2,96,93,94,94,8,95
O=c1c(F)cn(C2CCCO2)c(=O)n1Cc1ccccc1F (stereo not given),-9,-13,-6,100,-7,102,99,101,102,0,106
O=C(C1CCCCC1)N1CCN(S(=O)(=O)c2ccc(Br)cc2)CC1,0,-3,-5,103,0,105,101,98,103,-2,103
CCOC(=O)c1c(NC(=O)C2CCN(S(=O)(=O)c3ccc(Cl)cc3)CC2)sc2c1CCCC2,-11,-7,-5,100,-4,103,100,99,97,-5,104
COc1cccc(NC(=O)CCN2CCN(c3ccccc3F)CC2)c1,-7,-4,-3,101,-9,100,99,101,100,-3,102
O=C(NCc1ccccc1)NCc1cccs1,1,-4,4,98,0,100,96,102,102,0,102

# Record cards, as listed above. Values in the order: Bim-Bcl-B, Bim-Bfl-1, Bim-Bcl-2, HRas wt GTP bind, Bim-Bcl-XL, Cdc42 wt, Rac1 act GTP bind, Rab7 wt modul, Rab2A wt mod, Bim-Bcl-W, Rac1 wt GTP bind
# COc1ccc(C(=O)OCC(=O)Nc2ccc(Cl)c(C(F)(F)F)c2)c(OC)c1OC reads -11, -10, -9, 97, -6, 96, 99, 99, 96, -4, 97
# Cc1nc2ccccc2n1CC(=O)NCc1ccccc1 reads 0, 0, 0, 101, -3, 97, 98, 103, 101, 0, 101

# Back to the main list, repeating the five entries before the break.
SMILES,Bim-Bcl-B,Bim-Bfl-1,Bim-Bcl-2,HRas wt GTP bind,Bim-Bcl-XL,Cdc42 wt,Rac1 act GTP bind,Rab7 wt modul,Rab2A wt mod,Bim-Bcl-W,Rac1 wt GTP bind
O=c1c(F)cn(C2CCCO2)c(=O)n1Cc1ccccc1F (stereo not given),-9,-13,-6,100,-7,102,99,101,102,0,106
O=C(C1CCCCC1)N1CCN(S(=O)(=O)c2ccc(Br)cc2)CC1,0,-3,-5,103,0,105,101,98,103,-2,103
CCOC(=O)c1c(NC(=O)C2CCN(S(=O)(=O)c3ccc(Cl)cc3)CC2)sc2c1CCCC2,-11,-7,-5,100,-4,103,100,99,97,-5,104
COc1cccc(NC(=O)CCN2CCN(c3ccccc3F)CC2)c1,-7,-4,-3,101,-9,100,99,101,100,-3,102
O=C(NCc1ccccc1)NCc1cccs1,1,-4,4,98,0,100,96,102,102,0,102
CCOC(=O)CCCNC(=O)CCNC(=O)c1ccc(OC)cc1,-3,-2,-3,100,-2,102,96,95,97,-1,99
CCOc1cc(/C=C2/C(=N)N3OC(C)=CC3=NC2=O)ccc1OC(=O)c1ccco1,0,-4,-2,96,-5,93,94,99,97,-2,95
CCOCc1nnc(NC(=O)COC)s1,-5,-12,-12,97,-7,96,97,94,97,-2,99
N#CC1CN(C(c2ccccc2)c2ccccc2)C1,-3,-4,0,97,0,98,95,99,99,-1,101
CSc1nc(N(C)C)nc(N(C#N)CCOC(C)=O)n1,0,-2,-2,98,-1,99,92,104,101,0,98
CCOC(=O)c1cc(CC)sc1NC(=O)c1cc(OCC)c(OCC)c(OCC)c1,-2,-1,0,96,-1,95,90,93,92,2,93
CCOC(=O)C(=O)Nc1ccc(S(=O)(=O)N2CCOCC2)cc1OC,-7,-12,-7,100,-11,99,96,104,102,-1,102
CCc1ccc(NC(=O)CSc2nnc(Cc3cccn3C)n2-c2ccc(OC)cc2)cc1,3,1,1,97,0,101,96,95,100,-1,98

# Source: PubChem BioAssay (NMMLSC)
